# Screening data (PubChem)
# NR1D1 modulator: modulates human Rev-erb alpha binding to DNA; P20393; Rev-erbα–FITC-DNA binding, fluorescence polarization, 90 min; activity, % at 10 µM; 0.79% of 370,000 active;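 active means activity above about 14%, limit read from the data; passing the limit was not always enough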;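 further: 0% = DMSO wells with 35 nM protein and 100% = DMSO wells with 750 nM protein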
# Target sequence (P20393 whole entry, looked up): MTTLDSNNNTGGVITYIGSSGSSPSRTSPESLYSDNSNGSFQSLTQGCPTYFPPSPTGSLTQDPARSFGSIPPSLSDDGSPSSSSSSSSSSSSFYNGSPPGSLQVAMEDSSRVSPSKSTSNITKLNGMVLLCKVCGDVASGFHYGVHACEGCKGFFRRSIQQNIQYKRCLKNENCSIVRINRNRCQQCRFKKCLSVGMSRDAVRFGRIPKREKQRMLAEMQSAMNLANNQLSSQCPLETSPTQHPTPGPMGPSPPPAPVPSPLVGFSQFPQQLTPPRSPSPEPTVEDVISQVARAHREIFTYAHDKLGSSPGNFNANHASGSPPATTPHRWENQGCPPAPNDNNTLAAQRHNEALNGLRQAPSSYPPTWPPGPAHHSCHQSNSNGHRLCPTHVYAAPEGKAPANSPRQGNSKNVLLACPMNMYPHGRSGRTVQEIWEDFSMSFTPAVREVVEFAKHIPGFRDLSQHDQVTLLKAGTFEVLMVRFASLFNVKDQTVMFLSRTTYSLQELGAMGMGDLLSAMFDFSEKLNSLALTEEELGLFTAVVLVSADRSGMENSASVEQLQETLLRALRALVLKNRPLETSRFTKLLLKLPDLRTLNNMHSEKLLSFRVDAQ
# UHRF1 binding: UHRF1 methyl-DNA binding inhibition. Q96T88. UHRF1 binding to methylated oligo, TR-FRET. inhibition, % at 4.4 µM. 0.75% of 370,000 active; in the data active means inhibition above about 21%;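 further: UHRF1 SRA domain binding a hemimethylated CpG hairpin DNA probe; 0% = median of test compound wells and 100% = reference inhibitor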
# PG9 Ab binder: binds the HIV-1 gp120 antibody PG9. TR-FRET gp120-PG9 antibody binding. inhibition, % at 6.7 µM. 0.43% of 360,000 active. AID 624416; in the data active means inhibition above about 8.5%
# rCAG RNA binder: r(CAG) repeat RNA binding; inhibition, % at 3 µM; TO-PRO-1 dye displacement fluorescence; AID 651821; 1.3% of 370,000 active;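 active means inhibition above the plate cutoff, the mean of all test compounds on that plate plus 3 SD, cut at about 35% in these data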;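 further: 0% = DMSO alone and 100% = 100 µM mitoxantrone as full dye displacement; higher means more dye released from RNA so lower well fluorescence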
# PRMT1 inh: PRMT1 (human) inhibition, primary screen; Q99873; recombinant PRMT1, activity-based probe fluorescence polarization; inhibition, % at 2.79 µM; 1.3% of 370,000 active; AID 652257;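 active means inhibition above about 21% made by adding two undisclosed values, limit read from the data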
# Target sequence (Q99873 whole entry, looked up): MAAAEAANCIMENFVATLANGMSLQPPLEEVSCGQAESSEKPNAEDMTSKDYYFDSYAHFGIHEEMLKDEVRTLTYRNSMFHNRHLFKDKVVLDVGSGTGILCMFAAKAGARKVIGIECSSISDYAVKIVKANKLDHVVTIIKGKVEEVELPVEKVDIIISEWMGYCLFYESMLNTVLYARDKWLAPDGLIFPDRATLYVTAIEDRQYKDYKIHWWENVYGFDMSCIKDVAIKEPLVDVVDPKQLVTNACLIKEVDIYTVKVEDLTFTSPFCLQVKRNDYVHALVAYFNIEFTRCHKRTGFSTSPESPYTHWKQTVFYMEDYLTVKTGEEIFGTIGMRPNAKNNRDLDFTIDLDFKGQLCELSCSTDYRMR
# TCR-CD3 inh: human TCR-CD3 binding inhibition; TAMRA-labeled TCR probe fluorescence, biochemical; inhibition, % at 9.4 µM; 0.37% of 360,000 active; in the data active means inhibition above about 19%;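 further: recombinant mutant TCR 2C K166C tagged with TAMRA read by polarization; 0% = receptor in buffer alone and 100% = receptor with positive control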
# MBD2 inh: inhibitors of human MBD2 binding to methylated oligonucleotide. TR-FRET. inhibition, % at 4.4 µM. 0.31% of 370,000 active. AID 686964; in the data active means inhibition above about 13%
# HTRA1 inh: blocks human HTRA1 serine peptidase. Q92743. recombinant HTRA1, FP-rhodamine activity-based probe, fluorescence polarization. inhibition, % at 5.96 µM. 0.5% of 340,000 active. AID 504803; in the data active means inhibition above about 36%;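 further: 0% = enzyme with DMSO and 100% = wells lacking enzyme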
# mABHD4 FP: ABHD4 (mouse) inhibition, primary FP screen. purified mABHD4, FP-Rh probe fluorescence polarization. inhibition, % at 8.92 µM. 0.54% of 370,000 active;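 active means inhibition exceeding the mean over every tested compound plus 3 SD, cut at about 30% in these data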;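 further: 0% = plate median of compound wells and 100% = S159A mutant with DMSO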
#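 Assay system: Wild-type mouse ABHD4 protein | Medium: HEPES pH 7.0 buffer, 150 mM NaCl, 0.01% Pluronic F-127 | Incubation: Enzyme–compound pre-incubation 45 min, then probe 60 min, both 25 °C | Technique: Fluorescence polarization with parallel and perpendicular emission, 525/598 nm | Evaluation: % inhibition of FP-Rh probe binding versus controls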
# LEDGF integ inh: blocks HIV-1 LEDGF/p75-dependent DNA integration; TR-FRET IN-LEDGF/p75 DNA integration, Eu/Cy5; inhibition, % at 3.7 µM; 0.64% of 370,000 active; AID 743269;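 active means inhibition above the screen-wide mean plus 3 SD, cut at about 13% in these data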;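 further: signal is the Cy5 over europium emission ratio at 671 and 618 nm; 0% = plate median of compound wells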
# * = called active by the depositor; x = not tested or not shown. An excerpt. The share of hits here may be higher or lower than overall.
SMILES,NR1D1 modulator,UHRF1 binding,PG9 Ab binder,rCAG RNA binder,PRMT1 inh,TCR-CD3 inh,MBD2 inh,HTRA1 inh,mABHD4 FP,LEDGF integ inh
CC(=O)NC1C(Oc2ccccc2C)OC2COC(c3ccco3)OC2C1O (stereo unspecified),-3.6,0.7,0.2,-3.4,-3.0,-3.5,3.4,5.5,4.0,1.4
COC(=O)/C(C#N)=C1/C=Cc2ccccc2N1C,-4.5,-5.9,-1.5,-1.1,-0.7,8.9,-3.7,6.0,3.8,1.4
CCCCN(C)C(=O)CC(NS(=O)(=O)c1ccc(NC(C)=O)cc1)C(C)C (stereo unspecified),1.7,-1.1,-0.2,-4.0,-0.8,5.9,0.9,6.8,3.4,-1.4
CCOc1ccccc1NC(=O)c1ccccc1NS(C)(=O)=O,-1.6,1.4,-1.0,3.0,0.2,-1.9,1.9,2.5,1.2,-4.0
O=C(CCC(=O)OCc1ccc(Br)cc1)Nc1ccccc1,-1.8,-1.5,0.0,-4.7,0.8,7.4,-1.0,4.2,1.0,-0.1
Cc1ccc(C2CC(c3cccc(Cl)c3)n3nc(N)nc3N2)cc1 (stereo unspecified),2.8,2.3,-1.7,4.4,0.6,-12.2,-6.1,5.4,-2.5,6.7
Cc1cc(-c2nnc(CSc3nnc(NC(=O)c4ccc(C(C)(C)C)cc4)s3)o2)ccc1[N+](=O)[O-],-6.0,3.8,-1.9,2.0,3.1,0.3,-3.3,3.9,2.2,-3.8
O=C(NCc1ccco1)c1ccc2sc([C@H]3C[C@H](O)[C@@H](CO)O3)nc2c1,-3.0,4.7,4.2,2.1,8.5,-5.0,6.4,x,-2.7,1.1
CCn1c(SCC(=O)Nc2ccc3c(c2)c2ccccc2n3CC)nnc1-c1ccco1,-3.5,-0.3,0.2,35.2*,43.2*,1.4,-2.1,22.9,15.8,5.2
COc1cccc(/C=N/NC(=O)Cn2ccnc2C)c1,-1.7,1.5,-5.3,0.0,-4.3,1.3,0.6,0.9,-5.8,-2.1
O=C(CSCc1ccccc1)NCCCN1CCOCC1,-4.1,-1.2,0.9,-1.4,-5.7,12.9,-3.8,-1.7,-0.5,-0.1
COc1ccccc1NS(=O)(=O)c1cccc(NC(=O)C2CC(=O)N(Cc3ccccc3)C2)c1 (stereo unspecified),-5.9,7.1,-0.5,3.4,1.0,0.2,-2.5,-3.9,-4.0,-0.8
COc1ccc(/C=N/n2c(N)nc(-c3ccccc3)c2-c2ccccc2)cc1,2.7,-2.9,1.1,10.2,-0.3,-4.8,-0.2,-17.2,7.9,-1.6
COc1ccccc1C(=O)Oc1cc(N)n(S(=O)(=O)c2ccc(C)cc2)n1,-7.9,-1.5,-1.2,9.8,1.6,4.2,-4.2,3.6,-4.5,1.2
CC1CCN(CC(=O)Nc2ccccc2C(=O)NC2CC2)CC1,-2.1,-4.1,1.6,2.3,-2.6,-2.7,1.5,6.9,4.0,-0.2
Cc1ccc(-n2nnnc2-c2cnc(-c3cccnc3)nc2C(F)(F)F)cc1,0.1,-0.5,-0.7,2.0,-4.2,6.7,-6.7,-18.1,-14.1,-0.3
O=C(O)c1cc(Nc2nc(N3CCOCC3)nc(N3CCOCC3)n2)ccc1Cl,8.8,1.8,1.7,2.6,1.2,-5.0,0.6,-2.5,1.9,-3.2
O=C(NC(=S)N1CCN(c2c(Cl)cccc2[N+](=O)[O-])CC1)c1cccs1,0.7,-2.0,0.2,9.6,-0.2,2.2,-3.2,-11.8,10.7,5.3
COc1ccc(CCNC(=O)CN2C(=O)CSc3ccc(S(=O)(=O)N4CCOCC4)cc32)cc1OC,1.1,3.1,0.3,-1.0,2.0,-3.4,-2.1,5.6,4.2,0.8
Cc1ccccc1CNC(=O)CCCn1ncn2c(cc3occc32)c1=O,2.2,-1.2,-1.7,3.1,-3.1,-2.7,4.0,3.6,-5.4,7.4

# Part of the list above in order of length of the SMILES, highest first.
SMILES,NR1D1 modulator,UHRF1 binding,PG9 Ab binder,rCAG RNA binder,PRMT1 inh,TCR-CD3 inh,MBD2 inh,HTRA1 inh,mABHD4 FP,LEDGF integ inh
COc1ccccc1NS(=O)(=O)c1cccc(NC(=O)C2CC(=O)N(Cc3ccccc3)C2)c1 (stereo unspecified),-5.9,7.1,-0.5,3.4,1.0,0.2,-2.5,-3.9,-4.0,-0.8
O=C(O)c1cc(Nc2nc(N3CCOCC3)nc(N3CCOCC3)n2)ccc1Cl,8.8,1.8,1.7,2.6,1.2,-5.0,0.6,-2.5,1.9,-3.2
Cc1ccccc1CNC(=O)CCCn1ncn2c(cc3occc32)c1=O,2.2,-1.2,-1.7,3.1,-3.1,-2.7,4.0,3.6,-5.4,7.4

# (continued)
SMILES,NR1D1 modulator,UHRF1 binding,PG9 Ab binder,rCAG RNA binder,PRMT1 inh,TCR-CD3 inh,MBD2 inh,HTRA1 inh,mABHD4 FP,LEDGF integ inh
O=C(c1ccc2c3c(cccc13)CC2)N1CCN(c2ncccn2)CC1,5.1,19.9,0.3,-4.5,0.9,-1.3,5.5,-9.4,-3.0,2.2
COCCNc1nc(N)c([N+](=O)[O-])c(NC2CCCCC2)n1,-7.9,-0.9,-1.3,1.0,-2.5,0.3,-0.1,-4.0,-1.2,1.9
C=CCn1c(SCC(=O)Nc2cccc(OC)c2)nnc1-c1cccnc1,-1.4,1.1,-1.9,1.5,-2.7,6.1,-3.4,5.7,-4.1,2.2
CSc1ccc(CCNS(=O)(=O)c2c(C)[nH]c(C)c2C(=O)N2CCCCC2)cc1,1.3,-2.4,-0.4,-3.6,-3.9,-1.1,-4.8,-7.1,2.6,-0.7
CC(=O)N1CCN(C(=O)CCC(=O)O)CC1,-1.4,8.1,-1.1,-2.7,0.5,-1.6,4.0,-0.4,-3.4,-1.0
O=C(CS(=O)(=O)Cc1ccccc1)N1CCN(c2cccc(C(F)(F)F)c2)CC1,0.3,0.9,-0.7,1.8,-3.9,-0.1,0.4,-9.2,2.2,-0.8
Cc1ccc(F)cc1CNC(=O)C1CCC(=O)N(CCCN2CCCC2=O)C1 (stereo unspecified),-2.6,1.9,-1.0,-4.6,3.4,-10.4,2.6,-1.3,10.4,-2.4
Cc1cc(C(=O)N2CCCC(Nc3ccc(F)cc3)C2)c(C)o1 (stereo unspecified),1.8,-1.9,1.1,-5.8,2.5,-3.2,3.9,4.8,3.6,-1.0
CCCCCN(C(=O)NC(=O)Nc1ccccc1C)S(C)(=O)=O,-3.7,4.7,0.6,2.1,2.9,5.3,2.6,-6.7,-9.0,3.7
CCCC(C)NC(=O)CN1C(=O)NC2(CCc3ccccc32)C1=O (stereo unspecified),3.7,-0.2,0.6,-2.8,9.9,2.1,1.2,-2.3,2.0,-2.4
COc1ccccc1C(C)NCC(=O)NCC(=O)Nc1ccc(F)c(F)c1F (stereo unspecified),-5.9,-0.4,-1.3,-6.5,-1.5,3.2,-3.3,6.9,-1.7,1.5
CCOc1ccc(/C=C/c2[nH]c(=O)[nH]c(=O)c2[N+](=O)[O-])cc1,-0.7,19.8,-0.2,38.7*,2.9,10.8,-1.3,-4.4,-6.0,7.6
COC(=O)[C@@H](Cc1ccccc1)NC(=O)Cn1cnc2c(SC)nc(N)nc21,5.7,-1.6,0.5,0.0,-1.2,-2.5,-1.0,1.3,3.3,1.9
CCC1C(c2ccccc2)N(C)C(c2ccccc2)CC1(O)c1ccccc1 (stereo unspecified),3.2,-4.7,-0.2,-3.5,-0.4,4.5,2.9,-21.8,-9.1,-1.8
Cc1ccc(NC(=O)CN(C)C(=O)CSc2nc3ccccc3c(=O)n2CCO)cc1,-6.1,1.1,-1.6,-1.0,9.3,5.9,0.9,2.8,3.1,-0.8
Cc1ccc(-n2cc(-c3ccccc3)c3c(N4CCOCC4)ncnc32)cc1,-0.6,-2.1,-0.1,1.0,0.8,3.7,1.8,-16.1,14.6,-1.5
Cc1nnc(SCC(=O)NC(=O)NC2CCCC2)n1N,3.8,4.3,-1.2,0.1,-2.9,-2.3,7.5,-1.0,-6.3,0.6
O=C(NCc1c(F)cccc1F)c1cc(COc2c(F)cccc2F)on1,2.6,0.5,-2.7,-3.1,0.1,2.9,-0.5,-11.4,-7.2,0.9
O=C1CCCCC1(CCc1ccncc1)CCc1ccncc1,4.8,-2.8,-0.3,0.0,1.9,1.4,-5.4,0.3,6.0,2.3
COc1ccc(-c2noc(CSc3nnc(CCc4ccccc4)n3-c3ccccc3)n2)cc1OC,5.7,-1.7,0.0,-4.4,1.6,2.8,-7.2,-40.2,-16.0,0.8
CCC(C)[C@H](NC(=O)[C@@H]1Cc2ccccc2CN1)C(=O)NCc1ccc(C)cc1 (stereo partly specified),8.2,5.7,-0.2,-1.8,-4.7,-10.7,3.3,-0.7,-8.9,2.8
CC(C)Cn1cnc2c1c(=O)n(CC(=O)N(C)C)c(=O)n2Cc1ccccc1,2.6,4.6,-2.0,-2.7,-3.6,-5.5,0.7,-2.0,-7.1,5.2
O=C1NC[C@@H](Cc2ccc(O)cc2)N(CCc2cccc3ccccc23)C1=O,2.4,-1.0,-2.0,-0.6,-1.7,4.2,-2.6,-2.5,0.3,0.1
CN(C)c1nc(N(C)C)nc(N2CC(CCl)OC2=N)n1 (stereo unspecified),-1.0,0.3,-0.3,-2.7,2.4,-5.6,2.8,-1.1,7.1,-1.3
Cc1cccc(-n2ncc3c(=O)[nH]c(SCC(=O)NCCC4=CCCCC4)nc32)c1,-2.9,-0.3,0.9,2.5,-3.8,-4.7,-3.7,5.8,2.4,-0.2
CCCC(=O)N(CCN1CCOCC1)c1nc2c(OC)ccc(C)c2s1,3.1,0.6,-0.6,-7.4,3.6,0.0,2.8,-0.9,1.5,-1.0
CCn1c(N2CCN(S(=O)(=O)c3ccccc3)CC2)nc2ccccc21,1.9,0.7,-1.0,-5.7,4.2,-1.1,3.0,-3.9,-5.3,-3.4
CNC(=S)N/N=C/c1c(C(=O)OC)cnn1-c1ccc(Cl)cc1,4.1,-0.5,x,x,0.1,x,2.8,x,-6.5,-5.0
COc1ccc(-c2cn[nH]c2-c2ccc(OCc3ccc([N+](=O)[O-])cc3)cc2O)cc1OC,-0.9,-3.1,1.6,11.6,-1.2,3.2,1.3,-0.8,-18.8,-1.1
COCCSc1ccccc1C(=O)Nc1ccccc1C#N,-2.4,-1.0,1.8,-1.6,-2.2,-7.2,-6.2,-1.2,6.2,-0.2
Cn1c(SCC(=O)Nc2cccc(F)c2)nc2c(c1=O)SCC2,3.9,-0.7,-2.7,-0.3,-1.3,6.3,-1.3,-5.5,3.3,-0.4
Cc1nn(-c2ccc(F)cc2)c(Cl)c1/C=C(/CCC(=O)O)c1nc2ccccc2s1,-0.3,2.6,-0.7,10.6,-6.2,-2.5,1.0,0.4,-6.9,3.6
CCN(CC)C(=O)C(=O)c1cn(CC(=O)N2CCc3ccccc3C2)c2ccccc12,-1.4,-3.8,-1.2,-3.9,-1.1,5.6,4.7,2.1,-3.4,2.4
Cc1c(N/N=C(\C#N)C(=O)c2ccccc2)c(=O)n(-c2ccccc2)n1C,-1.9,-1.5,-7.2,13.8,-2.0,3.1,-4.7,13.5,11.2,-5.8
OC(c1ccccc1)c1nc(/C=C/c2ccc(C(F)(F)F)cc2)cs1 (stereo unspecified),4.0,0.3,0.6,3.2,4.5,-5.5,1.0,x,-36.1,0.6
O=C(/C=C/NCc1cccnc1)c1ccc(-c2ccccc2)cc1,-0.3,4.4,0.6,6.0,0.6,-13.2,1.1,-28.4,-7.9,0.7
COc1cc2[nH]c(=O)n(CCCCCC(=O)NC3CCCC3)c(=O)c2cc1OC,5.1,6.2,2.2,-2.9,7.0,-5.2,3.4,2.8,-5.2,-3.2
